XIAP antagonists = XIAP antagonists, biochemical, IAP family, fluorescence polarization (AID 1018); 200,000 compounds, 0.007% hits; XIAP BIR domain, fluorescence polarization peptide displacement; higher % means a stronger effect; displacement, % at 20 µM; hits with a dose series show IC50 in µM; in the data active = displacement above about 50%; note: a part of the inactive calls stands beside numbers as strong as those of hits
NS5 inhibitors = Dengue-2 NS5 methyltransferase inhibitors, primary screen, biochemical, confirmation dose response (AID 588689). one-dose inhibition, % at 25 µM; IC50 in µM for titrated hits. 340,000 compounds, 0.3% hits. Genome polyprotein (Dengue virus type 2 (strain 16681-PDK53)). Dengue-2 NS5 methyltransferase capping enzyme assay, biochemical; higher % means a stronger effect; in the data active = a potency from the dose series; inconclusive = inhibition above about 29% without an active follow-up result
Lipid droplet = inhibitors of hepatocyte lipid droplet formation, primary screen, imaging, high-throughput imaging, BODIPY stain; AML12 mouse hepatocytes, oleate lipid droplets; inhibition, % at 6.5 µM; 240,000 compounds, 0.4% hits; AID 1656, 2009;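 active = lipid droplet intensity inhibited by at least 50%, with more than 500 cells counted; inconclusive = wells with under 300 cells, treated as cytotoxic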
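Assay system: AML12 mouse liver cells | Compound: 6.5 µM single-point dosing | Schedule: Overnight exposure | Technique: Fluorescence imaging, 20x objective, two fields per well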
AID2073 = inhibitors of Mint1-CaV2.2 protein interaction, biochemical, HTRF (AID 2073). Voltage-dependent N-type calcium channel subunit alpha-1B (Homo sapiens). HTRF protein-protein interaction, Mint1-CaV2.2; higher % means a stronger effect. inhibition, % at 20 µM; hits with a dose series show IC50 in µM. 290,000 compounds, 0.19% hits; in the data active = inhibition mostly above about 51%, no sharp cut-off; inconclusive = no clear call, values can overlap the other calls; inactive = mostly below about 53%; note: some results filed as inactive read as strong as hits
LYP phosphatase = inhibitors of LYP phosphatase, biochemical, fluorescence intensity, uHTS (AID 1779); Tyrosine-protein phosphatase non-receptor type 22 (Homo sapiens); recombinant LYP phosphatase, fluorescence intensity; higher % means a stronger effect; one-dose inhibition, % at 11.5 µM; IC50 in µM for titrated hits; 290,000 compounds, 0.054% hits;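 note: plate controls were vehicle with enzyme for no effect and no enzyme for full effect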
HIV peptide binding = inhibitors of HIV fusion peptide binding, primary screen, biochemical, uHTS, fluorescence dequenching (AID 1986); cell-free peptide binding, fluorescence dequenching, 30 min; higher % means a stronger effect; inhibition, % at 20 µM, or IC50 in µM where a hit was titrated; 290,000 compounds, 0.3% hits; in the data active = inhibition mostly above about 52%, no sharp cut-off; inactive = mostly below about 76%; note: some results filed as inactive read as strong as hits
Siah-1 displacement = Siah-1 peptide-binding antagonists, primary screen, biochemical, fluorescence polarization, rhodamine-plectin, uHTS (AID 1817) | E3 ubiquitin-protein ligase SIAH1 (Homo sapiens) | Siah-1 / rhodamine-plectin peptide fluorescence polarization; higher % means a stronger effect | displacement, % at 20 µM; hits with a dose series show IC50 in µM | 290,000 compounds, 0.02% hits;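 active = displacement of at least 50% at 20 µM, with a fluorescence ratio check between 0.3 and a set limit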;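 note: plate controls were Siah plus tracer with DMSO for no effect and tracer alone without Siah for full effect; strong numbers were not always called active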
HEK293 NOD2/NF-kB = NOD2 signaling inhibitors, cell-based, luminescence, uHTS, HEK293 (AID 1566). 290,000 compounds, 0.63% hits. HEK293 NOD2/NF-kB luciferase reporter, luminescence; higher % means a stronger effect. inhibition, % at 4 µM, or EC50 in µM where a hit was titrated; note: many of its hits are not listed in these tables
Myeloid diff MLP = induction of myeloid progenitor differentiation, primary screen, cell-based, flow cytometry, MLPCN library. ER-HoxA9 myeloid progenitors, lysozyme-GFP differentiation. calls only at 10 µM. 360,000 compounds, 1% hits. AID 624256, 2012;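 active = normalized GFP-positive differentiation at or above the plate's own cutoff, the solvent-only control mean plus 3 SD; inconclusive = no clear call, values can overlap the other calls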;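 note: cells exposed to compound for four days before flow analysis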
Lipid droplet cells 6.5 µM = second read-out of Lipid droplet, no call of its own (marks repeat the call); cell count; measured here: cell count, cytotoxicity flag;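 cells counted across two imaged fields per well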
Myeloid diff MLP GFP+ MAC1+ % = recorded beside Myeloid diff MLP, whose call it bears; GFP+ MAC1+ double positive, %; measured here: differentiation confirmed by MAC1 staining
* hit, by the source's call; i = inactive; ? = inconclusive; · = not tested or not shown; + = active, no number. Cut-off read from the data, not from the text of the source, unless noted: active = inhibition above about 50%; inactive = the rest. Not all compounds are listed; rates above refer to the full screens.

SMILES	XIAP antagonists	NS5 inhibitors	Lipid droplet	Lipid droplet cells 6.5 µM	AID2073	LYP phosphatase	HIV peptide binding	Siah-1 displacement	HEK293 NOD2/NF-kB	Myeloid diff MLP	Myeloid diff MLP GFP+ MAC1+ %
Brc1c(NC2=NCCN2)ccc2nccnc12	-4.1%	·	-2	724	17%	-2%	1.9%	3%	14%	·	·
CCOc1ccccc1OCCC(=O)OCC(=O)c1ccc[nH]1	-12%	-12%	-2	662	17%	1%	-0.2%	-2%	29%	i	0.8
CCCCC(CC(O)COCC(C)C)C(=O)NNC(=S)Nc1ccccc1 (configuration not stated)	-6.8%	-14%	10	592	-10%	-6%	-3.3%	-4%	-8%	i	0.1
O=C(OCn1nnc2ccccc2c1=O)c1ccc(N2CCOCC2)c([N+](=O)[O-])c1	-11%	-3%	0	664	2%	-2%	-0.3%	-5%	9%	i	0.0
CCCCc1c(O)nc2sccn2c1=O	0.5%	0%	-14	734	10%	-10%	-1.0%	-3%	14%	i	0.4
CCCCOC(=O)c1ccc(NC(=O)COC(=O)CSc2nc(C)cc(C)n2)cc1	-9.2%	-8%	6	641	-2%	2%	-1.7%	-1%	-10%	i	0.1
Cc1ccc(Nc2nc3nonc3[nH]c2=O)cc1	-3.0%	-7%	·	·	-4%	0%	-1.4%	4%	2%	i	1.4
COc1ccc(S(=O)(=O)N2CN3CCN(C3)C2)cc1	·	·	-3	823	6%	-12%	-2.3%	6%	-4%	i	0.6
Cn1nnc2c(NCc3ccco3)nccc21	-4.9%	-4%	·	·	15%	4%	2.0%	-2%	8%	i	0.6
CCn1c2ccccc2c2cc(NC(=O)C(C)C)ccc21	-5.0%	-2%	·	·	0%	1%	-2.5%	-1%	-2%	i	3.9
O=C(CSc1nnc(-c2cccs2)n1-c1ccccc1)N1CCCC1	-5.3%	-1%	·	·	4%	-5%	-1.2%	0%	4%	i	1.2
CN1CCN(S(=O)(=O)c2ccc(NC(=S)NC(=O)C(C)(C)C)cc2)CC1	-2.9%	-6%	-1	691	-5%	-8%	1.4%	6%	-3%	i	0.5
C/C(=C(\C#N)C(=O)NC1CCCCC1)N(C)C	-0.6%	1%	·	·	12%	-4%	-2.6%	2%	11%	i	1.1
COCCN(C(=O)CSc1nnc(-c2ccccc2C)n1C)c1c(N)n(Cc2ccccc2)c(=O)[nH]c1=O	-3.0%	-11%	1	682	-8%	-3%	-0.8%	8%	5%	i	0.2
CC(C)N1CCN(CC2COc3ccccc3O2)CC1 (configuration not stated)	·	-10%	-4	413	-2%	-6%	-0.1%	0%	-31%	i	0.7
CCOC(=O)C1CCN(C(=O)CC(C)S(=O)(=O)c2ccc3c(c2)NC(=O)CO3)CC1 (configuration not stated)	·	3%	-12	719	?	-7%	1.7%	15%	6%	i	1.2
COc1ccc(C(=O)NN2C(=O)C3C4C=CC(O4)C3C2=O)cc1 (configuration not stated)	-1.7%	-9%	·	·	-4%	-1%	-2.7%	-4%	6%	i	0.9
COc1ccc(C(=O)NC2CC(C)(C)Cc3c2cnn3-c2ccccc2)c(OC)c1 (configuration not stated)	·	3%	-7	716	1%	6%	0.9%	4%	12%	i	1.0
CCOc1ccc(CNC(=O)c2cc3oc4ccccc4c3n2C)cc1	-10%	-6%	28	765	8%	-3%	0.6%	-4%	0%	i	0.7
O=C(Cc1cccs1)Nc1ccon1	-2.5%	2%	1	628	18%	-4%	1.1%	-3%	5%	i	1.2
COc1ccccc1C(=O)NC(C(=O)NCCc1nc2ccccc2[nH]1)=C(C)C	·	-5%	-4	711	2%	-7%	-0.2%	1%	16%	i	3.4
CC(C)c1nnc(NC(=O)CC(C)c2ccccc2)s1 (configuration not stated)	·	·	-14	821	12%	-4%	0.3%	7%	2%	i	0.5
CC(C)(C)NC(=O)NC(=O)CN1CCCCCCC1	2.4%	-3%	9	675	4%	-2%	-2.1%	-8%	1%	i	0.6
CCOC(=O)c1nnn(-c2ccccc2)c1C	0.4%	-2%	-2	810	1%	-9%	0.1%	-1%	9%	i	1.6
CC(C)C(NC(=O)C12CC3CC(CC(C3)C1)C2)C(=O)N/N=C/C1=C(N2CCOCC2)C(=C\c2cccc([N+](=O)[O-])c2)/CC1 (configuration not stated)	-0.9%	-1%	3	621	0%	-1%	5.7%	7%	10%	i	0.4
CCOC(=O)c1ccccc1NS(=O)(=O)c1c(C)nc2sccn2c1=O	·	-6%	0	772	-1%	-6%	1.5%	2%	12%	i	2.6
Cc1ccccc1CS(=O)(=O)Cc1ccc(C(=O)NCCc2ccccc2)o1	·	0%	-17	714	39%	-12%	-1.1%	3%	20%	i	0.7
CCOC(=O)c1[nH]c(C)c(C(=O)NCc2ccc(OC)cc2)c1C	-6.1%	-14%	·	·	3%	-12%	1.2%	0%	24%	i	8.0
O=C(NC1c2ccccc2-c2ccccc21)c1ccco1	-1.9%	-2%	·	·	-5%	-4%	5.2%	-2%	11%	i	0.1
Cc1ccc(-c2c[n+](CC(=O)Nc3nc(-c4ccc(F)cc4)cs3)c3n2CCC3)cc1	-11%	0%	4	623	46%	-5%	-3.6%	-5%	7%	i	0.3
CC1CCN(c2oc(-c3cccc4ccccc34)nc2C#N)CC1	-2.5%	-5%	0	726	3%	-3%	50%	7%	-35%	i	0.7
CCC(C)[C@H](NC(=O)C1CCN(C(=O)[C@H](Cc2ccccc2)NS(=O)(=O)c2ccc(C)cc2)CC1)C(=O)O (some centres not stated)	·	1%	1	709	6%	-8%	0.5%	-3%	-3%	i	0.4
CCn1c(=O)c([N+](=O)[O-])c(NCCc2ccccc2)c2ccccc21	-4.6%	-11%	-6	660	11%	4%	-2.5%	1%	19%	i	0.8
CC(C)=N/N=c1\scc(C)n1Cc1ccco1	-5.6%	-4%	4	715	-5%	-1%	-2.6%	3%	0%	i	0.0
C/C(=N\NC(=O)c1c(-c2ccccc2Cl)noc1C)c1cccc(NC(=O)C(C)C)c1	-4.2%	-3%	-8	617	-3%	77%*	-1.2%	7%	12%	i	0.8
Cc1ccc(-n2c(SCC(=O)Nc3ncc(Cl)cc3Cl)nc3ccccc32)cc1	-9.8%	1%	-20	611	0%	-2%	2.9%	9%	12%	+	12*
COc1ccc(Cc2nnc(N/N=C/c3ccc(Br)cc3)[nH]c2=O)cc1OC	·	5%	-3	699	12%	-6%	2.9%	8%	16%	i	0.4
Cc1sc2ncnc(Sc3nnc4sc5ccccc5n34)c2c1C	-9.7%	·	-1	532	9%	-5%	-0.4%	-4%	-4%	·	·
CCCN(C(=O)c1cc2c(s1)CCC2)c1c(N)n(Cc2ccccc2)c(=O)[nH]c1=O	·	0%	0	733	77%	5%	14%	25%	10%	i	1.0
Cc1cc(NC(=O)CSc2nc3ccccc3n2CC(=O)N2CC(C)CC(C)C2)no1 (configuration not stated)	-6.6%	-1%	7	783	-8%	-3%	0.1%	3%	8%	i	5.5
COc1ccc(CCC(C)Nc2ccccc2F)cc1 (configuration not stated)	-4.7%	-4%	-6	676	-3%	-6%	3.4%	3%	9%	i	0.2
CC(=O)N1N=C(c2ccccc2OC(=O)/C=C/c2ccccc2)CC1c1ccccc1 (configuration not stated)	·	·	7	719	6%	1%	-2.5%	0%	14%	·	·
CCOc1ccccc1NC(=O)CN1CCC(NC(=O)c2ccccc2C)CC1	·	2%	1	670	-11%	-4%	0.5%	0%	12%	i	0.3
CCN(CC)CCOC(=O)c1ccc(NC(=O)CCCN2C(=O)S/C(=C/c3ccc(OC)cc3)C2=S)cc1	·	-4%	-28	821	8%	-4%	15%	-4%	8%	i	1.9
O=C(NCCSc1ccccc1)c1ccc(CN2CCOCC2)cc1	·	-4%	-14	707	11%	-8%	-0.9%	4%	-48%	i	0.2
CC(=O)Nc1nonc1NC(=O)COc1ccccc1	-8.6%	2%	2	693	2%	-7%	-0.3%	7%	-7%	i	0.7
Cc1ccc(-n2nc3c(=O)n(CCCC(=O)N4CCCCC4)nc(C)c3c2C)cc1	·	-6%	37	786	12%	-11%	-1.6%	-2%	30%	i	0.7
COc1ccc([C@@H](C)NC(=O)c2ccc3oc(C(C)C)nc3c2)cc1	·	-2%	-5	668	7%	-10%	0.0%	-1%	5%	i	1.3
CCCCCCCC(=O)NNC(=O)Cc1ccccc1	-7.7%	-2%	·	·	-4%	-11%	-2.6%	-5%	15%	i	6.3
C/C(N)=C(/C#N)C(=O)CSc1nnc(COc2cc(C)ccc2C)o1	-6.5%	-3%	·	·	-6%	-2%	-2.1%	-4%	3%	i	2.4
Cc1cc([N+](=O)[O-])nn1CCCC(=O)Nc1sc2c(c1C(N)=O)CCCC2	-0.8%	11%	16	652	-15%	0%	-1.1%	-4%	3%	i	1.1
COCCCNC(=O)c1ccc2c(c1)ncn2-c1ccc(C)cc1C	·	-16%	6	733	-2%	-9%	0.0%	0%	-2%	i	0.8
CC1=NNC(=O)C1CCC(=O)N/N=C(\C)c1ccc(Cl)cc1 (configuration not stated)	·	-5%	0	732	-6%	-9%	-0.1%	1%	8%	i	0.3

Nothing new here: an excerpt of the list.
SMILES	XIAP antagonists	NS5 inhibitors	Lipid droplet	Lipid droplet cells 6.5 µM	AID2073	LYP phosphatase	HIV peptide binding	Siah-1 displacement	HEK293 NOD2/NF-kB	Myeloid diff MLP	Myeloid diff MLP GFP+ MAC1+ %
O=C(NCCSc1ccccc1)c1ccc(CN2CCOCC2)cc1	·	-4%	-14	707	11%	-8%	-0.9%	4%	-48%	i	0.2
CC(=O)Nc1nonc1NC(=O)COc1ccccc1	-8.6%	2%	2	693	2%	-7%	-0.3%	7%	-7%	i	0.7
Cc1ccc(-n2nc3c(=O)n(CCCC(=O)N4CCCCC4)nc(C)c3c2C)cc1	·	-6%	37	786	12%	-11%	-1.6%	-2%	30%	i	0.7
COc1ccc([C@@H](C)NC(=O)c2ccc3oc(C(C)C)nc3c2)cc1	·	-2%	-5	668	7%	-10%	0.0%	-1%	5%	i	1.3
CCCCCCCC(=O)NNC(=O)Cc1ccccc1	-7.7%	-2%	·	·	-4%	-11%	-2.6%	-5%	15%	i	6.3
C/C(N)=C(/C#N)C(=O)CSc1nnc(COc2cc(C)ccc2C)o1	-6.5%	-3%	·	·	-6%	-2%	-2.1%	-4%	3%	i	2.4

Screening results deposited in PubChem by several laboratories.
